POLB inh: DNA polymerase beta (human) inhibition | Pol beta primer extension/strand displacement, fluorescence kinetic | Potency, µM (series often up to 114 µM), for the others: at the highest dose activity change, negative = inhibition, hits mostly inhibitors | 340,000 tested, 1.3% active | AID 485314; further: potency means the concentration at half of the fitted maximal effect; on the % scale 0 is the no-effect control and ±100 the full control effect
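Pol beta (10 nM) was preincubated with compound for 15 min at room temperature. The reaction was then started with 50 nM substrate and read immediately and after a further 10 min at room temperature.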
TRHR ag: activates the human TRH receptor; P34981; TRHR cells, calcium flux fluo-8, FDSS agonist mode; activation, % at 2 µM; 360,000 tested, 0.18% active; in the data active means activation above about 30%; further: 0% is about no effect
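Steps: seed TRHR cells overnight; add fluo-8 no-wash Ca dye, RT 30 min–1.5 h; record 10 s baseline; pin-transfer compounds; monitor fluorescence 1 cycle/s for the agonist window. Calcium increases flag candidate agonists.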
BLM helicase inh: inhibitors of human Bloom syndrome helicase BLM; Potency, µM (series often up to 56.1 µM), inactives show at the highest dose activity change, negative = inhibition, most hits filed as inhibitors; AID 2528; recombinant BLM DNA unwinding, fluorescence dequenching; P54132; 350,000 tested, 0.2% active;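 further: potency means the concentration at half of the fitted maximal effect; plate controls were vehicle for no effect and no enzyme for full effect; nearly all actives have a fitted effect of over 35% in size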
Apoferritin bind: binds horse apoferritin like a general anesthetic; P02791; apoferritin/1-aminoanthracene competitive binding, fluorescence; Potency, µM (series often up to 77.5 µM), for inactives: top-dose activity change, negative = displacement, most hits filed as inhibitors; 350,000 tested, 0.074% active; AID 485281; further: potency means the concentration at half of the fitted maximal effect; on the % scale 0 is the no-effect control and ±100 the full control effect; nearly all actives have a fitted effect of over 20% in size
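Probe: 1-aminoanthracene (50% saturated, PBS). Protein: horse-spleen apoferritin, 10 uM. Incubation: 10 min, room temperature. Detection: 380 nm excitation, 535 nm emission. Analysis: normalized response, four-parameter Hill.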
Pol kappa inh: DNA polymerase kappa (human) inhibition. purified Pol kappa, fluorescent DNA synthesis assay, 10 min. Potency, µM (highest dose often 107 µM), for the others: at the top dose activity, negative = inhibition, actives largely listed as inhibitors. 400,000 tested, 0.53% active; further: potency means the concentration at half of the fitted maximal effect; on the % scale 0 is the no-effect control and ±100 the full control effect
Target sequence (Q9UBT6 whole entry, looked up): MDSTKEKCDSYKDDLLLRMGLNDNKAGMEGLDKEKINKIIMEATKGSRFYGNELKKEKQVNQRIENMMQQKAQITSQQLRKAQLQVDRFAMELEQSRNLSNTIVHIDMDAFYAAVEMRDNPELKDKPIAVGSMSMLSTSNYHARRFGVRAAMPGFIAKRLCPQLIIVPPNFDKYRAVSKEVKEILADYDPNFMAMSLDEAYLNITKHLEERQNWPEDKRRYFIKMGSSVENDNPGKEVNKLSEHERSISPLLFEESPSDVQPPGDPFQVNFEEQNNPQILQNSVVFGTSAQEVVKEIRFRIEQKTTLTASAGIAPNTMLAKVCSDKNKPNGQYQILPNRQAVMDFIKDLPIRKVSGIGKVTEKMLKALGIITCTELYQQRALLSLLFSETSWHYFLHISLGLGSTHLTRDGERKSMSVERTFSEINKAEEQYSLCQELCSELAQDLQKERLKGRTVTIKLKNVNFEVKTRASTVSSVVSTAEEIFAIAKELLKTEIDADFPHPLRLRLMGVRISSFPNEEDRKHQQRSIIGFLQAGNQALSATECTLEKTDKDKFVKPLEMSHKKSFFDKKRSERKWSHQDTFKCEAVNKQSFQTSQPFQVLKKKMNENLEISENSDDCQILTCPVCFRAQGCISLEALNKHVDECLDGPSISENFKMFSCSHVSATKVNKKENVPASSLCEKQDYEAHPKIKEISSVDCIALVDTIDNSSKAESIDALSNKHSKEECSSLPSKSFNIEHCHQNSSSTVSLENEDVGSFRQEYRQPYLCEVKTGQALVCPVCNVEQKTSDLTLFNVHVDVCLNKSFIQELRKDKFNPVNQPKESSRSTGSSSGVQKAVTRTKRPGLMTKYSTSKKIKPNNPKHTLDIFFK
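Inhibition of 10 nM Pol kappa is measured by a fluorescent read-out at 0 and 10 min following addition of 50 nM substrate (final), with a 15-min room-temperature compound preincubation.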
12-LOX inh: blocks human arachidonate 12S-lipoxygenase; Potency, µM (highest dose often 108 µM), inactives show at the top dose activity change, negative = inhibition, hits mostly inhibitors; purified 12hLO, xylenol orange hydroperoxide absorbance; P18054; 580,000 tested, 1.1% active; AID 1671190; further: potency means the concentration at half of the fitted maximal effect; on the % scale 0 is the no-effect control and ±100 the full control effect
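Hydroperoxide product was detected by ferrous iron/xylenol orange as the 573 to 405 nm absorbance ratio. Arachidonic acid at 40 uM (final) was turned over for 30 min at room temperature by 150 nM human 12hLO, pH 7.0 Hepes buffer, after 15 min compound preincubation.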
POLI inh: DNA polymerase iota (human) inhibition; Q9UNA4; Potency, µM (top dose mostly 115 µM), inactives show at the highest dose activity, negative = inhibition, hits mostly inhibitors; Pol iota fluorescent replication assay, 10 min; AID 588590; 390,000 tested, 1% active; further: potency means the concentration at half of the fitted maximal effect
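Pol iota at 10 nM preincubated 15 min with compounds at room temperature; reaction started with fluorescent substrate, 50 nM final. Fluorescence read kinetically at 0 and 10 min; buffer-only wells as negative control.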
ERG-DNA inh: blocks human ERG Ets domain binding to DNA; P11308; AID 624246; fluorescence polarization, His-ERG Ets domain / labelled DNA; 370,000 tested, 0.028% active; Potency, µM (titrated, usually from 76.9 µM), for inactives: top-dose FP activity, negative = inhibition, most hits filed as inhibitors; active means well fitted inhibition curve with a large enough effect in the polarisation, with a control signal flat; inconclusive means small, poorly fitted or top-dose-only effect, or effect the other way, or a change in a side signal; inactive means no such curve, though single readings can be large or run the other way; the % refers to the polarisation;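 further: polarization taken with two DNA probes labelled with fluorescein and Texas red; potency means the concentration at half of the fitted maximal effect; % of control where 0% means no effect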
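His-tagged ERG Ets domain (1 uM in the protein solution; 300mM KCl, 50mM Tris-HCl, 1mM EDTA, 1mM DTT, pH 7.5) received compound, then a probe mix of 5 nM fluorescein-DNA and 100nM Texas-615-DNA. Fluorescence polarization was read for both dyes.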
APE1 inh: blocks human APE1 abasic DNA cleavage. P27695. 350,000 tested, 0.35% active. recombinant APE1, TAMRA/BHQ-2 abasic DNA cleavage fluorescence. Potency, µM (highest dose often 65.8 µM), for the others: at the top dose activity change, negative = inhibition, most hits filed as inhibitors. AID 2517;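 further: potency means the concentration at half of the fitted maximal effect; plate controls were vehicle for no effect and reference inhibitor for full effect; nearly all actives have a fitted effect of over 55% in size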
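Quantitative HTS: incision of a TAMRA/BHQ-2 double-stranded substrate bearing a tetrahydrofuran abasic site by 0.75 nM APE1 raises fluorescence. Substrate 50 nM final, added after 15 min compound preincubation at room temperature; progress as third-minus-first kinetic read difference.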
* hit, by the source's call; ? = inconclusive; · = not tested or not shown; [ ] = another dose, or the depositor's remark. Unless noted, the call rests on the fitted dose curve; in most records, active means well fitted curve in the direction sought with a large enough effect; inconclusive means small, poorly fitted or top-dose-only effect, or another doubt; inactive means no such curve, though single readings can be large; an effect the other way counts as inactive or inconclusive.

no.	Structure	POLB inh	TRHR ag	BLM helicase inh	Apoferritin bind	Pol kappa inh
1	CCCC(=O)Nc1cccc(NC(=O)c2ccc([N+](=O)[O-])cc2Cl)c1	-4%[57.1 µM]	-0.8	0%	-1%	-2%
2	CC1CCN(Cc2nc(Cl)c3c4c(sc3n2)CCC4)CC1	8%	0.6	2%	-7%	2%
3	COc1ccc(N2CCN(C(=O)CCn3cnc4onc(-c5ccc(F)cc5)c4c3=O)CC2)cc1	1%	-1.0	-1%	55%[activator]	-2%
4	CN(C)C(=O)CCc1nc2sc3c(c2c(=O)[nH]1)CCCC3	-1%	0.7	-7%	-8%	-5%
5	CCC(C)N(C(=O)CCC(=O)Nc1cc(C)on1)C(C(=O)NC(C)(C)C)c1ccccc1Cl (centres undefined)	-21%	-0.9	-2%	2%	-20%
6	COCC(=O)N1CCC2(CCCN(Cc3ccccc3)C2)CC1	·	·	-1%	·	6%[60.1 µM]
7	Cc1cnc(=O)[nH]c1SCC(=O)c1ccc(F)cc1	11%	-0.4	-2%	-4%	-14%
8	O=C(CNc1cccc2ccccc12)N/N=C/c1ccc(OC(=O)/C=C/c2ccco2)cc1	?	0.2	-4%	-15%	-5%
9	Oc1[nH]c2c(Cl)cc(Cl)cc2c1N=NC(=S)NCC1CCCO1 (centres undefined)	11%	-0.3	-1%	-4%	-11%
10	Cc1cccc(CCNC(=O)C2CCC(CNc3c(N4CCCC4)c(=O)c3=O)CC2)c1 (centres undefined)	33%	-0.2	0%	0%	3%
11	Cc1ccccc1CS(=O)(=O)c1ncc(Cl)c(C(=O)Nc2nnc(C(C)C)s2)n1	-1%	0.1	3%	-11%	-7%
12	COc1ccc(NC(=O)Nc2c(SC)nsc2SC)cc1	-19%	0.2	-1%	-4%	-10%
13	CN(C)C(=O)c1ccccc1NC(=O)Cc1cccc2ccccc12	?	0.0	3%	-7%	9%
14	CCCCNC(=O)CN1C(=O)NC2(CCOc3ccccc32)C1=O (centres undefined)	18%	0.8	-4%	3%	5%
15	CCc1nnc2c(Nc3ccc(Br)c(C)c3)nc3ccccc3n12	?	0.4	-26%	-2%	-14%[60.1 µM]

no.	12-LOX inh	POLI inh	ERG-DNA inh	APE1 inh
1	0%	9%	-6%	-4%
2	-5%	-1%	-19%	-10%
3	?	?	6%	·
4	-15%	-7%	-4%	1%
5	0%	151%[activator]	-1%	53%[activator][12.4 µM]
6	10%[57.4 µM]	·	·	2%
7	?	77%[activator]	2%	-10%
8	-17%	62%[activator]	-4%	-5%
9	-8%	196%[activator]	3%	4%
10	-6%[57.4 µM]	13%	-2%	-2%
11	?	?	5%	·
12	0%	101%[activator]	7%	-7%
13	-75%	17%	12%	-9%
14	-23%	16%	-2%	8%
15	-26%	17%	-2%	·

Fetched by compound from above:
no.	Structure	POLB inh	TRHR ag	BLM helicase inh	Apoferritin bind	Pol kappa inh
4	CN(C)C(=O)CCc1nc2sc3c(c2c(=O)[nH]1)CCCC3	-1%	0.7	-7%	-8%	-5%
10	Cc1cccc(CCNC(=O)C2CCC(CNc3c(N4CCCC4)c(=O)c3=O)CC2)c1 (centres undefined)	33%	-0.2	0%	0%	3%
9	Oc1[nH]c2c(Cl)cc(Cl)cc2c1N=NC(=S)NCC1CCCO1 (centres undefined)	11%	-0.3	-1%	-4%	-11%
15	CCc1nnc2c(Nc3ccc(Br)c(C)c3)nc3ccccc3n12	?	0.4	-26%	-2%	-14%[60.1 µM]
3	COc1ccc(N2CCN(C(=O)CCn3cnc4onc(-c5ccc(F)cc5)c4c3=O)CC2)cc1	1%	-1.0	-1%	55%[activator]	-2%

no.	12-LOX inh	POLI inh	ERG-DNA inh	APE1 inh
4	-15%	-7%	-4%	1%
10	-6%[57.4 µM]	13%	-2%	-2%
9	-8%	196%[activator]	3%	4%
15	-26%	17%	-2%	·
3	?	?	6%	·

(continued)
no.	Structure	POLB inh	TRHR ag	BLM helicase inh	Apoferritin bind	Pol kappa inh
16	Cc1cc(/C(N)=N/OC(=O)Nc2ccccc2)no1	-20%	-0.2	0%	-4%	5%
17	O=C(/C=C/c1ccc(F)cc1)NC(=S)Nc1ccccc1O	-2%	-0.3	-8%	-11%	-8%
18	CCSc1nc2ccccc2c(=O)n1CCc1ccc(OC)c(OC)c1	-4%	0.1	-10%	-12%	0%
19	COc1ccccc1N(C)S(=O)(=O)c1ccc(C(=O)Nc2cc(F)ccc2C)cc1	·	·	·	·	-4%
20	Fc1ccc2cc(-c3cccnc3)ncc2c1	·	·	·	·	-1%
21	CCN(C(=O)COC(=O)C1CCN(S(=O)(=O)c2c(Cl)cccc2Cl)CC1)C1CCCCC1	27%	0.3	-4%	-4%	-6%
22	O=C(Nc1cc(=O)[nH]c2ncnn12)c1ccccc1F	2%	-0.5	-8%	9%	-1%
23	CC(C)(C)C(=O)Nc1nnc(SCC(=O)NC2CC2)s1	17%	-0.3	2%	-3%	4%
24	CCCCN(C(=O)c1sc2nc3n(c(=O)c2c1C)CCC3)c1c(N)n(CC(C)C)c(=O)[nH]c1=O	·	0.1	·	·	-16%
25	COc1cc2c(cc1OC)C(c1cc([N+](=O)[O-])ccc1O)NCC2 (centres undefined)	4%	0.4	1%	-6%	-6%
26	O=C(NCCc1c[nH]c2ccccc12)c1ccc2nc[nH]c2c1	·	-1.4	·	·	-22%
27	COc1ccc2sc(-c3ccc(N(C)C)cc3)c(C#CC(C)(C)O)c2c1	·	-0.5	·	·	0%
28	Cc1cccc(NC(=S)N/N=C/C(C)c2ccccc2)c1C (centres undefined)	?	-0.3	-7%	-13%	-18%
29	Cc1ccc(-c2ccc(S(=O)(=O)N3CCCC3)cc2)cc1	-2%	0.0	0%	1%	3%
30	Cc1nn(-c2ccccc2)c(Cl)c1C(=O)OCC(=O)N(C)c1c(N)n(Cc2ccccc2)c(=O)[nH]c1=O	·	0.2	·	·	2%

no.	12-LOX inh	POLI inh	ERG-DNA inh	APE1 inh
16	0%	55%[activator]	10%	20%
17	-14%	-3%	3%	-8%
18	15%	47%[activator]	7%	-3%
19	-1%	29%	21%	-15%
20	-2%	41%	9%	-5%
21	21%	-2%	-5%	-5%
22	13%	9%	-21%	-6%
23	-12%	-7%	30%[activator]	24%
24	?	22%	-3%	8%
25	4%	7%	4%	20%
26	-20%	?	-3%	22%
27	4%	-16%	-18%	8%
28	?	-29%	14%	5%
29	-3%	23%	2%	-2%
30	-24%	4%	-7%	26%

Continuation.
no.	Structure	POLB inh	TRHR ag	BLM helicase inh	Apoferritin bind	Pol kappa inh
31	COc1cc(CNC(=O)c2ccc3nc(CCc4ccccc4)oc3c2)cc(OC)c1OC	28%	0.2	-6%	-3%	-7%[60.1 µM]
32	CC(=O)N/C(=C/c1ccc2c(c1)OCO2)C(=O)NC(Cc1ccccc1)C(=O)O (centres undefined)	·	·	·	·	-16%
33	CN(C)Cc1c(C(=O)N/N=C/c2ccncc2)nnn1-c1nonc1N	2%	0.8	-1%	-6%	-4%
34	Cc1ccc(C)c(OCC(=O)OCC(=O)Nc2c(C)nn(-c3ccccc3)c2C)c1	·	0.0	·	·	1%
35	COc1cc(N(C)C)cc(CN(C)CCc2ccc([N+](=O)[O-])cc2)c1O	·	·	14µM*	-20%	3µM*
36	COc1ccc(S(=O)(=O)/N=C2/C=CC(=O)C(C)=C2C)cc1	18%	-0.8	-1%	-19%	2%
37	CCN(C(=O)CN(C)Cc1c(F)cccc1Cl)c1c(N)n(Cc2ccccc2)c(=O)[nH]c1=O	2%	0.6	-10%	-11%	-12%
38	Cc1oc(-c2ccc(F)cc2)cc1-c1nn2c(-c3ccoc3C)nnc2s1	3.5µM*	-0.1	?	?	28µM*
39	O=C1c2ccccc2S(=O)(=O)N1CCOc1ccc(F)cc1	-24%	0.0	-6%	?	-8%
40	Cc1ccc(C)c(S(=O)(=O)NCc2ccc(C(=O)N3CCCCC3C)cc2)c1 (centres undefined)	14%	-0.1	2%	?	-6%

no.	12-LOX inh	POLI inh	ERG-DNA inh	APE1 inh
31	1%	1%	5%	·
32	?	83%[activator]	3%	·
33	1%	38%[activator]	-2%	4%
34	-8%	24%	9%	37%
35	·	·	·	3.2µM*
36	·	15%	9%	?
37	-13%	223%[activator]	6%	3%
38	-35%	7.9µM*	-16%	?
39	-40%	1%	9%	2%
40	26%	5%[58.9 µM]	-6%	-1%

Screens (PubChem BioAssay)

These rows are one share of the data; the hit share may differ from the screen's.
